Screens: PubChem BioAssay, National Center for Advancing Translational Sciences (NCATS)
S3 lipid droplet = qHTS Assay for Lipid Storage Modulators in Drosophila S3 Cells; Drosophila S3 cells, BODIPY lipid droplet fluorescence, 18-24 h; cells fed with added oleic acid; lipid storage change, negative = inhibition, % at the top dose, mostly 46.1 µM; hits show Potency in µM; 320,000 compounds, 0.64% hits; AID 2685; active means well fitted inhibition curve with a large enough effect in the signal ratio, with a control signal flat, not every such curve was filed as active; inconclusive means small, poorly fitted or top-dose-only effect, or effect the other way, or a change in a side signal; the % refers to the signal ratio
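Drosophila S3 cells got compounds at several concentrations plus oleic acid (400 uM solution). Laser-scanning cytometry with 488 nm excitation read lipid droplets at 500-530 nm and cells at 575-640 nm. Percent activity was relative to 20 uM Triacsin C.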
S3 lipid droplet cell count max = further read-out of S3 lipid droplet, marked with its call; cell number change, %; measured here: cell count max response;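 cells counted by Cell Tracker Red CMTPX staining in the red channel; peak over a dose series mostly up to 46.1 µM; percent activity relative to internal control wells on each plate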
* hit, by the source's call; i = inactive; ? = inconclusive; . = not tested or not shown; [ ] = dose if it differs, or a comment. On the % scale 0 is the no-effect control and ±100 the full control effect; potency means the concentration at half of the fitted maximal effect. Some of the compounds tested (hit frequency here may not be typical).

S3 lipid droplet	S3 lipid droplet cell count max	compound
-7%	-16	CCCn1c(N2CCN(CC(=O)c3c(C)n(C)c4ccc(OC)cc34)CC2)nc2c1c(=O)[nH]c(=O)n2C
?	.	N#C/C(=C/c1ccccc1[N+](=O)[O-])C(=O)NCc1ccco1
?	.	COc1ccccc1NC(=O)CN1CCN(CC(=O)Nc2ccc(OC)c(OC)c2)CC1
i	7	CCNc1nc(N)nc(Oc2ccc(OCCOc3ccccc3)nn2)n1
?	.	O=C(CCCn1c(=S)[nH]c2cc3c(cc2c1=O)OCO3)N1CCc2ccccc2C1
-5%	12	NNC(=O)/C(=C\c1cccs1)NC(=O)c1ccccc1
1%	4	Cc1cccc(NC(=O)Cn2nc([N+](=O)[O-])c(Br)c2C)n1
11%	-14	Cc1[nH]c(=O)[nH]c(=O)c1/C=C/C(=O)O
5%	-8	O=C(Nc1nc2ccccc2[nH]1)c1cccc([N+](=O)[O-])c1
8%	8	CC(=O)N1CCN(c2ccccc2NC(=O)c2ccc(C#N)cc2F)CC1
?	.	Cc1cccc(CC2CC(=O)N(c3ccc(C)cc3Br)C2=O)c1 (centres undefined)
-5%	.	COc1ccc(CNC(=O)CSc2nc3[nH]ncc3c(=O)n2-c2ccccc2Br)cc1
10%	17	Cn1c(-c2cccc([N+](=O)[O-])c2)cnc1NCc1cccc([N+](=O)[O-])c1
20%	-18	CC(C)CC(=O)NCCNC(=O)c1cc(OCC(F)(F)F)ccc1OCC(F)(F)F
?	.	O=C(CSc1ccncc1)Nc1ccc2ccccc2c1

Next section.
S3 lipid droplet	S3 lipid droplet cell count max	compound
i	.	Cc1ccccc1C(=O)c1cccn1CC(=O)NCCCN1CC(C)CC(C)C1 (centres undefined)
?	.	CCN1CCc2c(OCC(=O)Nc3ccc4c(c3)OCCO4)cccc2C1=O
?	.	COc1ccc(S(=O)(=O)N2CCOCC2)cc1NC(=O)C1CCCN1C(=O)c1cccs1 (centres undefined)
?	.	COc1cccc(CN(C)C(=O)CNC(=O)c2cccs2)c1OC
-7%[0.0737 µM]	-4	Cc1csc(NC(=O)CSC2=NS(=O)(=O)c3ccccc3N2)n1
1%	20	CC1=NN(S(=O)(=O)c2ccc(F)cc2)C(=O)c2ccccc2O1
0%	-9	CCCCNCCOc1ccccc1-c1ccccc1
i	.	O=C(c1cc(COc2ccc(F)c(F)c2)on1)N1CCOCC1
21%	3	Cn1c2cc(C#N)sc2c2cnn(Cc3ccc(F)cc3)c(=O)c21
-2%	-5	CCOc1cc(/C=C(/NC(C)=O)C(=O)O)cc(Cl)c1OCc1ccc(Br)cc1
-10%	-11	Cc1ccc(Cl)c(OCCCCN(C)Cc2ccccc2)c1
?	.	CN1CCN(c2ccccc2NC(=O)c2ccc(-c3cccc(Cl)c3)o2)CC1
21%	.	N#C/C(=C\c1c(N2CCCCCC2)nc2ccccn2c1=O)C(=O)NC1CCS(=O)(=O)C1 (centres undefined)
?	.	CCOc1ccc(CCNC(=O)c2ccc(CS(=O)Cc3ccc(Cl)cc3)o2)cc1OCC (centres undefined)
?	.	CCOc1ccc(NC(=O)c2cccc(NC(=O)c3ccccc3)c2)cc1

(listing goes on)
S3 lipid droplet	S3 lipid droplet cell count max	compound
-6%	-1	COc1ccc(C2Nc3ccccc3C(=O)N2Cc2ccccc2)cc1CSc1ccccn1 (centres undefined)
2%	17	COc1ccc(NS(=O)(=O)c2cccc3nsnc23)cc1Cl
?	.	CCN(c1ccc(F)cc1)S(=O)(=O)c1cccc2nsnc12
-16%[9.22 µM]	-6	CCOC(=O)C(=O)Nc1ccccc1C(=O)OC
-26%	19	CC(=O)NC(Cc1ccc(F)c(F)c1)C(=O)NC1CCN(S(=O)(=O)c2ccc(C)cc2)CC1 (centres undefined)
?	.	COc1ccc(N2CCN(C(=O)C3CCC(Cn4c(=S)[nH]c5ccccc5c4=O)CC3)CC2)cc1 (centres undefined)
?	.	COc1cccc(CNS(=O)(=O)c2ccc(S(=O)(=O)NC3CC3)cc2)c1
?	.	Cc1ccc(NC(=S)NCc2ccccc2)c(C)c1
12%	11	O=C(NCc1ccccc1)/C(=C\c1ccccc1)NC(=O)c1ccco1
?	.	CCCCc1cc(=O)oc2cc(OCC(=O)N(CC)CC)ccc12
7%	14	CC(=O)c1sc(-c2ccccc2)nc1C
6%	21	COc1ccc(CNC(=O)c2sc3nc4c(c(C(F)(F)F)c3c2N)CCC4)cc1OC
?	.	Cn1c(=O)n(CC(=O)O)c(=O)c2c1nc1n2CCCN1CCc1ccccc1
?	.	CCc1ccc(S(=O)(=O)N/N=C\c2ccc([N+](=O)[O-])o2)cc1
?	.	CC(C)(CC(=O)O)CC(=O)Nc1cc(C(F)(F)F)cc(C(F)(F)F)c1

Next structures.
S3 lipid droplet	S3 lipid droplet cell count max	compound
-5%	-17	COc1ccc(NC(=O)CSc2nnc(C3CCCCC3)n2N)cc1
?	.	CCc1nnc(NC(=O)CSc2nnc(-c3ccccc3O)n2-c2ccc(C)cc2C)s1
24%	-6	CC(C)(C)c1ccc(NC(=O)NCc2ccco2)cc1
?	.	COc1ccc(NC(=O)Cn2c(-c3ccccc3)cn(-c3ccc(C)cc3)c2=O)cc1
i	.	COc1ccccc1NS(=O)(=O)c1cc(C(=O)NCCC(C)C)ccc1F
?	.	CN(CC(=O)Nc1ccc(F)cc1)C(=O)COC(=O)/C=C/c1ccccc1[N+](=O)[O-]
?	.	CCN(c1ccccc1)S(=O)(=O)c1ccc(OC)c(NC(=O)C2=NN(c3ccccc3)C(=O)CC2)c1
-13%[9.22 µM]	-4	COc1cc(NC(=O)c2ccnn2C)c(OC)cc1Cl
?	.	CC(=O)NCCc1ccc(S(=O)(=O)N2CCN(c3nc(-c4ccccc4)c(C)s3)CC2)cc1
?	.	O=C(COc1ncnc2ccccc12)NCc1ccc2c(c1)OCO2
?	.	CCOC(=O)C1C(=O)C=C(c2ccc([N+](=O)[O-])cc2)CC1c1ccccc1 (centres undefined)
?	.	COc1ccc(CNC(=O)CN2C(=O)NC(Cc3ccccc3)(c3ccccc3)C2=O)cc1OC (centres undefined)
?	.	O=C(CNC(=O)c1ccc(Br)o1)Nc1ccccc1
-14%[0.0737 µM]	.	O=C(Nc1nc(-c2cc(F)ccc2F)cs1)C1=COCCO1
?	.	CCCC(=O)c1cn(CC(=O)OC)c2ccccc12

(next part)
S3 lipid droplet	S3 lipid droplet cell count max	compound
?	.	COc1ccc(/C=N/NC(=O)c2nn(-c3ccc(C)c(C)c3)c(=O)c3ccccc23)cc1
?	.	CCOC(=O)c1cc(CC)sc1NC(=O)c1ccc([N+](=O)[O-])c(N2CCOCC2)c1
13%	4	Cc1nn(-c2ccccc2)c(C)c1/C=C/C(=O)OC(C)C(N)=O (centres undefined)
?	.	O=C(C1CCCN(Cc2cc(Br)ccc2O)C1)N1CCCCC1 (centres undefined)
0%	17	CCCC(=O)Nc1c2c(nn1-c1ccc([N+](=O)[O-])cc1)CS(=O)(=O)C2
?	1	Cc1csc(CNc2ncnc3ccc(-c4ccc5c(c4)OCCO5)cc23)c1
?	.	Cc1ccc(NC(=O)C2CCCN(c3cnccn3)C2)c(C)c1 (centres undefined)
?	.	CN(C(=O)COC(=O)c1cn(-c2ccccc2)nc1-c1ccccc1)C1CCS(=O)(=O)C1 (centres undefined)
?	.	COc1ccccc1CNC(=O)c1cc(C(C)C)nc2ccccc12
9%	15	COc1ccccc1NC(=O)CN1CC(=O)Nc2ccccc21
?	.	O=C(/C=C/c1cccc(F)c1)NC1CCN(Cc2ccccc2)CC1
?	.	Cn1c(Cc2ccccc2)nnc1SCC(=O)Nc1ccc2c(c1)OCCO2
14%	28	CCOC(CCc1c(C)nc(NC(C)=O)[nH]c1=O)OCC
?	.	O=C(c1cncc(Br)c1)N1CCCc2ccccc21
i	-3	CCc1ccc(CNC(=O)C2CC(=O)N(C3CCCC3)C2)cc1 (centres undefined)

Part of the list above, reformatted:
COc1ccccc1NC(=O)CN1CC(=O)Nc2ccccc21
  S3 lipid droplet: 9%; S3 lipid droplet cell count max: 15

O=C(/C=C/c1cccc(F)c1)NC1CCN(Cc2ccccc2)CC1
  S3 lipid droplet: ?; S3 lipid droplet cell count max: .

Cn1c(Cc2ccccc2)nnc1SCC(=O)Nc1ccc2c(c1)OCCO2
  S3 lipid droplet: ?; S3 lipid droplet cell count max: .

CCOC(CCc1c(C)nc(NC(C)=O)[nH]c1=O)OCC
  S3 lipid droplet: 14%; S3 lipid droplet cell count max: 28

Next part:
S3 lipid droplet	S3 lipid droplet cell count max	compound
?	.	O=C(O)c1c[nH]c2c(C(F)(F)F)cccc2c1=O
-4%	1	CCN(CC)S(=O)(=O)c1ccc(NC(=O)c2cccc3c2C(=O)N(CCOC)C3)cc1
-9%	-19	CCCCN(C(=O)c1cccc(S(=O)(=O)N2CCN(C)CC2)c1)c1c(N)n(CCCC)c(=O)[nH]c1=O
?	.	CCn1cc([N+](=O)[O-])c(C(=O)Nc2c(C)nn(Cc3cccc(F)c3)c2C)n1
38%	.	CCOCCCNC(=S)N1CCN(Cc2ccco2)CC1
11%	1	COc1cc(C(=O)NCCCCc2ccccc2)cc(OC)c1OC
?	.	O=C(CCSCCc1ccccn1)Nc1cc(F)ccc1F
?	.	Cc1[nH]nc2nc(SCC(=O)NCCC3=CCCCC3)n(-c3ccc(Br)cc3)c(=N)c12
-8%	.	O=C(NNC(=O)c1cc(Cl)ccc1O)c1cccc(S(=O)(=O)N2CCOCC2)c1
8%	8	CC1=C(C)CC(C(=O)NNC(=O)c2cccc(Cl)c2)C(C(=O)O)C1 (centres undefined)
-22%	-9	CN(c1ccccc1)S(=O)(=O)c1cc(C(=O)Nc2nc3ccccc3[nH]2)ccc1Cl
?	.	CC(=O)NCCc1cnc[nH]1
-4%	-25	COc1ccc(-n2c(C)cc(C(=O)Cn3nnc4ccccc4c3=O)c2C)cc1
28%	6	CCOP(=O)(OCC)C(Nc1ccc(F)cc1)c1ccccc1 (centres undefined)
1%	13	Cc1ccc(NC(=O)CSc2nnc(-c3ccco3)o2)cc1

Next compounds follow.
S3 lipid droplet	S3 lipid droplet cell count max	compound
0%	9	CCOC(=O)CSc1nc2c(sc(=S)n2-c2ccc(OCC)cc2)c(=O)[nH]1
?	.	COc1ccc2[nH]c(C)c(CCNC(=S)Nc3cccc(C)c3C)c2c1
?	.	CCc1noc(N)c1C(=O)Nc1ccc(Cl)cc1
?	.	COc1ccc(NC(=O)c2cc(-c3cccnc3)nc3ccc(C)cc23)cc1OC
9%	14	CCC(Sc1nc2ccccc2s1)C(=O)Nc1cc(C)on1 (centres undefined)
14%	1	CCCCNC(=O)CCCCCn1c(=O)[nH]c2cc(OC)c(OC)cc2c1=O
?	.	O=C(N/N=C/c1ccc(N2CCOCC2)o1)c1cccc(F)c1
1%	-9	Cc1ccccc1N1CC(C(=O)O)CC1=O (centres undefined)
?	.	Cc1c(Cl)c([N+](=O)[O-])nn1CCCC(=O)Nc1cccc(O)c1
?	.	COc1ccc(CCNC(=O)CCCn2c(SCC(N)=O)nc3cc4c(cc3c2=O)OCO4)cc1OC
-18%	5	Cc1ccc(NC(=O)Nc2cc(Cl)ccc2C2COC(=O)C2=N)cc1 (centres undefined)
?	.	Cc1ccc(-c2ccc(CCC(=O)O)n2NC(=O)c2ccco2)cc1
?	.	COCC(=O)Nc1cc(OC)c(Cl)cc1OC
?	.	CC(=O)Oc1cccc(C(=O)Nc2c[nH]c(=O)[nH]c2=O)c1
?	.	Cc1ccc(C)c(NC(=O)Cn2nnc(-c3ccc(N4CCOCC4)cc3)n2)c1

Molecules from the list above that have a COOH group (eight):
S3 lipid droplet	S3 lipid droplet cell count max	compound
11%	-14	Cc1[nH]c(=O)[nH]c(=O)c1/C=C/C(=O)O
-2%	-5	CCOc1cc(/C=C(/NC(C)=O)C(=O)O)cc(Cl)c1OCc1ccc(Br)cc1
?	.	Cn1c(=O)n(CC(=O)O)c(=O)c2c1nc1n2CCCN1CCc1ccccc1
?	.	CC(C)(CC(=O)O)CC(=O)Nc1cc(C(F)(F)F)cc(C(F)(F)F)c1
?	.	O=C(O)c1c[nH]c2c(C(F)(F)F)cccc2c1=O
8%	8	CC1=C(C)CC(C(=O)NNC(=O)c2cccc(Cl)c2)C(C(=O)O)C1 (centres undefined)
1%	-9	Cc1ccccc1N1CC(C(=O)O)CC1=O (centres undefined)
?	.	Cc1ccc(-c2ccc(CCC(=O)O)n2NC(=O)c2ccco2)cc1

(listing goes on)
S3 lipid droplet	S3 lipid droplet cell count max	compound
i	-18	O=C(CSc1cn(CC(=O)N2CCOCC2)c2ccccc12)N1CCOCC1
4%	-1	CC(C)C(=O)Nc1ccc(NC(=O)c2cccc(F)c2)cn1
-2%	-3	O=C(CCN1CCN(S(=O)(=O)c2ccc(Br)cc2)CC1)Nc1ccccc1F
-9%	-16	Cc1ccc(N2C(=N)/C(=C3/Nc4ccccc4S3)C(c3ccccc3)C2=O)cc1 (centres undefined)
12%	-1	CCOC(=O)N1CCC(N2C(=O)c3ccccc3C2=O)CC1
?	.	O=C(CN1C(=O)c2ccccc2S1(=O)=O)NCCSCc1c(F)cccc1Cl
?	.	CCCc1cc(=O)oc2c(C)c(OCC(=O)N3CCC[C@@H]3C(=O)O)ccc12
?	.	O=C(CSc1nc2ccccc2[nH]1)NCCc1ccc(Cl)cc1
?	.	COc1ccc([C@H]2CC(=O)C=C(c3cccc(OC(F)(F)F)c3)C2)cc1
?	.	Cc1nc2ccccc2n1CCC(=O)O
?	.	CC(=O)c1cc(CC=C(C)C)c(O)c(CC=C(C)C)c1O
10%	7	Cc1cnc(CN(C)C(=O)c2cc(COc3c(F)cccc3F)on2)[nH]1
?	.	Cc1ccc(C(=O)Nc2ccccc2NC(=O)c2ccc(C)o2)o1
-24%	-35	COc1cccc(CN2C(=O)CN(C3CCCCC3)C(=O)C2c2ccc(F)cc2)c1 (centres undefined)
